GCN5L2 inh: qHTS Assay for Inhibitors of GCN5L2; Histone acetyltransferase KAT2A (Homo sapiens), Q92830; GCN5L2 HAT assay, ThioGlo1 CoA-SH fluorescence; Potency, µM (top dose mostly 58.9 µM), without a hit: at the top dose activity change, negative = inhibition, hits mostly inhibitors; actives 0.21% (n = 390,000); AID 504327, 2011
Target sequence (Q92830 whole entry, looked up): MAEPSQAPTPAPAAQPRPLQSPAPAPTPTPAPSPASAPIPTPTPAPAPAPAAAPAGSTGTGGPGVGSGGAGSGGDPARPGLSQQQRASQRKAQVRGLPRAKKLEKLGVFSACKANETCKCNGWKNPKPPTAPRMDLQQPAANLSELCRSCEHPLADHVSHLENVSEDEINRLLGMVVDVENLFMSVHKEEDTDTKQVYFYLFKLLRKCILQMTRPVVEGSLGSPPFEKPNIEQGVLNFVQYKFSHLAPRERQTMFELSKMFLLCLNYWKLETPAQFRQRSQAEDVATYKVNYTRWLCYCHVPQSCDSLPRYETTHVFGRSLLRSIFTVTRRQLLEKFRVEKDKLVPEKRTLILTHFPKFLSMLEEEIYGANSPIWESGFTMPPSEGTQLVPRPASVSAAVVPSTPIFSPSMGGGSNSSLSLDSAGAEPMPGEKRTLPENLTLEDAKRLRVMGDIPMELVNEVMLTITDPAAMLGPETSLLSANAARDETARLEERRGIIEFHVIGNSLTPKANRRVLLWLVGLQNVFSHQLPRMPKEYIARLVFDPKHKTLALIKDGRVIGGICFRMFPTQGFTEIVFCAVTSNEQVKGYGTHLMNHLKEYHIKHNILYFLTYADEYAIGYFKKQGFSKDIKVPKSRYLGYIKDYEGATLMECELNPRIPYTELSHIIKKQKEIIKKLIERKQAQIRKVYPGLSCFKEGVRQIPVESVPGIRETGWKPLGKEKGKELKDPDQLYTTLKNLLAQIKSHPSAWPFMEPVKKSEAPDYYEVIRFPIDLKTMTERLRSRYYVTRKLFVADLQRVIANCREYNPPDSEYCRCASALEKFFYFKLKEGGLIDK
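GCN5L2 (20nM final) in 50mM HEPES, 0.1mM EDTA pH 7.5, 0.01% Tween-20 was preincubated 15 min at room temperature with compound, then given ThioGlo1 (50uM), H3(1-25) peptide (75uM) and acetyl-CoA (70uM); CoA-thiol fluorescence (Ex340/Em540) was read at 0 and 20 min.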
DT40 TDP1 CPT: qHTS for Inhibitors of human tyrosyl-DNA phosphodiesterase 1 (TDP1): qHTS in cells in presence of CPT | chicken DT40 Tdp1-/-;hTDP1 cells + 20 nM CPT, ATP luminescence, 48 h | Potency, µM (doses to about 46.2 µM), for the others: top-dose activity change, negative = growth inhibition, most hits filed as inhibitors | actives 12% (n = 420,000); further: nearly all actives have a fitted effect of over 55% in size
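Chicken DT40 Tdp1-/- cells complemented with human TDP1, 400 cells/well, exposed to compounds plus 20 nM camptothecin for at least 48 h at 37 C; viability read as ATP content by CellTiter-Glo luminescence.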
DT40 TDP1 no CPT: qHTS for Inhibitors of human tyrosyl-DNA phosphodiesterase 1 (TDP1): qHTS in cells in absence of CPT. DT40 Tdp1-/- hTDP1 cells, no CPT, ATP luminescence, 48 h. Potency, µM (doses to about 46.2 µM), for the others: at the highest dose activity change, negative = growth inhibition, most hits filed as inhibitors. actives 15% (n = 420,000). AID 686978, 2013; further: nearly all actives have a fitted effect of over 55% in size
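Cells were dispensed at 400 per well, compounds added by pin tool, plates incubated ≥48 hr at 37 °C, then CellTiter-Glo added for 30 min at room temperature before luminescence reading. Line: DT40 Tdp1-/- complemented with hTDP1; camptothecin omitted.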
The depositor's hits bear a star; ? = inconclusive; . = no result given; [ ] = dose if it differs, or a comment. The call rests on the fitted dose curve; in most records, active means well fitted curve in the direction sought with a large enough effect; inconclusive means small, poorly fitted or top-dose-only effect, or another doubt; inactive means no such curve, though single readings can be large; an effect the other way counts as inactive or inconclusive. On the % scale 0 is the no-effect control and ±100 the full control effect; potency means the concentration at half of the fitted maximal effect.

structure | GCN5L2 inh | DT40 TDP1 CPT | DT40 TDP1 no CPT
CN1C(=O)CS(=O)c2ccc(C(=O)NC3CC3)cc21 (centres undefined) | 0.8% | 10.9% | 7.0%
FC(F)Oc1ccc(NC(=S)NC23CC4CC(CC(C4)C2)C3)cc1 | -1.9% | ? | ?
Cc1cc(NS(=O)(=O)c2ccc(NC(=O)Nc3cccc(C(F)(F)F)c3)cc2)no1 | -4.1% | 7.9% | -2.6%
Cc1cccc(Cn2c(=O)n(-c3ccc(CC(=O)NCc4ccco4)cc3)c(=O)c3sccc32)c1 | -9.5% | 25.9µM* | 14.6µM*
CC1(C)CC(NCCN2CCN(C3=CC(=C(C#N)C#N)CC(C)(C)C3)CC2)=CC(=C(C#N)C#N)C1 | -8.1% | 18.4µM* | 13µM*
Cn1nccc1NC(=O)CC1(CC(=O)O)CCCCC1 | -23.1% | -5.7% | -1.0%
O=C(CN1CCCC1)N1c2ccccc2Sc2ccc(Cl)cc21 | -13.5% | 9.7% | ?
NC(=O)Cn1c(O)c(N=NC(=O)CNC(=O)/C=C/c2ccccc2)c2ccccc21 | -7.6% | -1.0% | 6.4%
O=C(COC(=O)CCC(=O)c1ccc(F)cc1)Nc1ccc(N2CCOCC2)cc1 | -4.0% | -14.0% | 2.7%
CC(=O)c1ccc(N2CCN(S(=O)(=O)c3cccc4nsnc34)CC2)cc1 | -2.7% | ? | ?
CCCN1CNc2c(c(=O)[nH]c(=S)n2CCc2ccc(OCC)c(OCC)c2)C1 | . | -19.8% | ?
CCN(c1ccccc1)S(=O)(=O)c1ccc(N2CCN(c3ccc(OC)cc3)CC2)nc1 | -1.5% | 11.6µM* | ?
Cc1ccc(NC(=O)N/C=C/c2ccco2)c(C)c1 | 1.6% | -13.4% | -5.6%
CCn1c(CNC(=O)c2ccco2)nnc1SCCOc1ccccc1 | -4.6% | 5.7% | 3.4%
COc1cccc(-n2c(COc3ccc(C)cc3)nnc2SCC(N)=O)c1 | -1.9% | -6.2% | -7.0%
COc1ccc(CN(C(=O)c2ccco2)c2ccc(C)c(C)c2)cc1 | -3.1% | ? | ?
CCC(CC)c1nnc(NC(=O)c2c(-c3ccccc3)noc2C)s1 | -2.9% | -10.3% | -12.8%
COC(=O)CNC(c1ccccc1)c1cc(Br)ccc1NC(=O)CNC(=O)OCc1ccccc1 (centres undefined) | -25.7% | -10.3% | ?
O=C(NCC1OCCCN1S(=O)(=O)c1cc(F)ccc1F)C(=O)NC1CCCCCC1 (centres undefined) | -0.8% | -20.4% | -20.5%
Cc1ccc(Cl)cc1N1CCN(C(=O)c2ccc3c(c2)N(Cc2ccc(F)cc2)CCS3)CC1 | -5.6% | ? | ?
COc1ccc(C2NC(=O)NC(O)(C(F)(F)F)C2C(=O)c2ccc(C)cc2)cc1 (centres undefined) | -2.5% | 0.6% | -15.7%
O=C(Nc1nc(-c2ccccc2)cs1)Nc1ccc(F)cc1F | -2.4% | 9.2µM* | 9.2µM*
NC(=S)N/N=C/c1c(O)c(Br)cc2oc3c(c12)CCCC3 | -16.6% | 5.17µM* | 5.17µM*
CCCN(CC(=O)Nc1ccccc1C)C(=O)c1cnc(C)cn1 | . | 11.7% | 4.2%
COc1ccccc1-c1nnc(SCC(=O)Nc2ccc(S(N)(=O)=O)cc2)n1C | -2.1%[0.501 µM] | -8.2% | 0.5%
COc1ccccc1Oc1nc2c(c(=O)n(C)c(=O)n2C)n1Cc1cccc(Br)c1 | -15.9% | ? | ?
Cc1cc(C)cc(OCc2ccc(C(=O)Nc3ccccc3F)o2)c1 | 0.7% | -22.9% | ?
CC(C)C[C@@H](CN1CCC[C@@H]1CN1C(=O)C(=O)NC[C@@H]1Cc1ccccc1)N1C[C@H](Cc2ccc(O)cc2)N(CCc2ccccc2)C(=O)C1=O | . | ? | ?
Cn1cc(-c2cc(C(=O)O)on2)cn1 | 5.2% | -1.4% | -12.7%
Cc1onc(-c2ccccc2)c1-c1csc(N/N=C/c2ccccc2)n1 | -12.5% | ? | 11.6µM*

Compounds shown so far with a CF3 group, in the order listed:
structure | GCN5L2 inh | DT40 TDP1 CPT | DT40 TDP1 no CPT
Cc1cc(NS(=O)(=O)c2ccc(NC(=O)Nc3cccc(C(F)(F)F)c3)cc2)no1 | -4.1% | 7.9% | -2.6%
COc1ccc(C2NC(=O)NC(O)(C(F)(F)F)C2C(=O)c2ccc(C)cc2)cc1 (centres undefined) | -2.5% | 0.6% | -15.7%

Next part:
structure | GCN5L2 inh | DT40 TDP1 CPT | DT40 TDP1 no CPT
O=C(Nc1nnc(SCC(=O)N2CCCCC2)s1)c1ccc(F)cc1F | -1.9% | -17.4% | 8.9%
CCOc1ccc(CN(C(=O)c2nc(SC)ncc2Cl)C2CCS(=O)(=O)C2)cc1 (centres undefined) | 1.9% | -24.9% | 16.4µM*
CCc1ccc(OCc2nnc(-c3ccccc3Br)o2)cc1 | -11.1% | ? | 5.3%
O=C(c1cccc([N+](=O)[O-])c1)N1CCN(S(=O)(=O)N2CCCCC2)CC1 | -6.9% | -26.6% | -12.9%
CCOC(=O)N1CCC(N2CC34C=CC(O3)C(C(=O)Nc3ccc(C)cc3)C4C2=O)CC1 (centres undefined) | -8.7% | 13.5% | -3.6%
COc1ccc(OC)c(NC(=O)CC2Oc3ccccc3NC2=O)c1 (centres undefined) | 0.2% | -3.0% | -28.2%
Cc1ccccc1-n1nc(C)c2cc(C(=O)N3CCN(S(=O)(=O)c4ccc(F)cc4)CC3)sc21 | -5.8% | 10µM* | 17.8µM*
CC(NC(=O)c1cc2ccccc2o1)c1cccs1 (centres undefined) | -4.9% | -18.2% | ?
NNC(=S)Nc1cc(S(=O)(=O)N2CCOCC2)ccc1N1CCOCC1 | -0.5% | ? | ?
Cc1cc(C)c2nc(-c3cccnc3)cc(C(=O)NC(C)c3cnn(C)c3C)c2c1 (centres undefined) | 25.4% | -18.7% | ?
COc1cccc(NC(=O)C2CCN(S(=O)(=O)c3c(C)noc3/C=C/c3cccs3)CC2)c1 | -19.2% | ? | 13µM*
COCc1cc(C)nc2sc(C(=O)NN)c(-n3cccc3)c12 | -3.6% | -5.4% | -29.4%
Cc1[nH]nc(Nc2ccc(O)cc2)c1[N+](=O)[O-] | 1.4% | 11.3% | -17.4%
Oc1cc(-c2nc3ccccc3s2)cc2c1OCCN(Cc1cn[nH]c1-c1ccc(Cl)cc1)C2 | . | ? | ?
FC(F)(F)c1ccnc(N2CCN(Cc3cnc(-c4ccccc4)[nH]3)CC2)c1 | -8.0% | ? | ?
N#CCOc1ccc(C2=NO[C@@H]3[C@@H]4C[C@@H]([C@H]5C(=O)N(c6ccc7c(c6)OCO7)C(=O)[C@@H]45)[C@H]23)cc1 | 28.2% | ? | ?
CC(=O)N1CCN(c2ccc(S(=O)(=O)N3CCOCC3)cc2[N+](=O)[O-])CC1 | -0.2% | 2.6% | -2.6%
Cc1c(CN2CCC(CO)(Cc3ccccc3)CC2)c2ccccc2n1C | -7.4% | ? | ?
Oc1ccc(Br)cc1/C=N/Nc1ncc(-c2ccccc2)cn1 | -4.6% | 6.51µM* | 8.2µM*
COc1ccc(OC)c(CNS(=O)(=O)c2cc(-c3cc(C)no3)ccc2OC)c1 | -15.0% | -12.3% | -14.3%
Cc1cc2c(=O)n(CC(=O)N3CCN(c4ccccc4)CC3)cnc2s1 | -3.4% | -6.2% | -10.0%
O=C(O)c1ccccc1C(=O)c1ccc(-c2ccccc2)cc1 | -15.5% | -17.0% | 9.0%
CC(C)(C(=O)N1CCC1(C)C(=O)NS(=O)(=O)c1ccccc1Cl)c1ccccc1 (centres undefined) | . | -18.5% | 6.7%
COc1ccc(-n2ncc(Cl)c(Cl)c2=O)cc1 | -1.7% | 4.11µM* | 2.91µM*
COc1ccccc1CNC(=O)Cn1nc(C)n2cccc2c1=O | -6.8% | -16.7% | -7.5%
O=C(CSc1nc(O)cc(=O)[nH]1)N1c2ccccc2CCc2ccccc21 | -12.6% | -4.8% | -3.9%
O=C(NCCc1ccc(Cl)cc1)c1nc(-c2cccc(F)c2)n2c1CCCCC2 | -10.8% | 18.4µM* | 9.2µM*
COc1ccc(-c2nnc(-c3cc4ccccc4oc3=O)o2)cc1 | -3.8% | -4.8% | ?
COc1cccc(-c2coc3cc4oc(=O)c(CC(=O)O)c(C)c4cc23)c1 | 2.7% | 0.5% | -9.2%
CC(C)c1nn2c(=O)cc(COC(=O)CNC(=O)c3ccccc3Cl)nc2s1 | 19.6% | -17.7% | -3.7%

Entries of single compounds as entered above.
`O=C(c1cccc([N+](=O)[O-])c1)N1CCN(S(=O)(=O)N2CCCCC2)CC1` reads GCN5L2 inh: -6.9%; DT40 TDP1 CPT: -26.6%; DT40 TDP1 no CPT: -12.9%
`Cc1cc2c(=O)n(CC(=O)N3CCN(c4ccccc4)CC3)cnc2s1` reads GCN5L2 inh: -3.4%; DT40 TDP1 CPT: -6.2%; DT40 TDP1 no CPT: -10.0%

Next structures
structure | GCN5L2 inh | DT40 TDP1 CPT | DT40 TDP1 no CPT
COc1cc(C(=O)Nc2nc3c(s2)Cc2c(Br)ccc(OC)c2-3)cc(OC)c1OC | -5.0% | 14.6µM* | 14.6µM*
C/C(=N\NC(=O)c1cc(C)nc2ccccc12)c1ccc([N+](=O)[O-])cc1 | -9.1% | -25.4% | -24.7%
N#C/C(=C/c1ccc2c(c1)OCO2)C(=O)NCCc1c[nH]c2ccccc12 | -3.9% | ? | ?
O=C(O)CCCCCNc1nc(=S)[nH]c2ccccc12 | -2.3% | -6.5% | -13.9%
O=C(CS(=O)(=O)c1cccc2nsnc12)Nc1ccccc1 | 7.3% | 6.3% | -3.9%
Cc1cc(OCC(=O)Nc2ccc3c(c2)OCCO3)ccc1Cl | -7.5% | -27.6% | -13.8%
Cc1ccc(-n2c(SCC(=O)N3CCOCC3)nnc2-c2ccncc2)cc1 | -11.8% | -0.7% | 0.2%
O=c1c(C(c2ccccc2)c2c(O)nc3n(c2=O)CCS3)c(O)nc2n1CCS2 | -0.6% | 2.2% | 12.1%
CC(C)n1c(NCc2cc(Cl)ccc2O)nc2ccccc21 | -6.6% | ? | 18.4µM*
C/C(=N/NC(=O)CNC(=O)CCc1ccccc1)c1ccc(Cl)c(Cl)c1 | 0.8% | -27.8% | ?
CNS(=O)(=O)c1ccc(Cl)nc1 | -4.9% | -6.0% | -3.6%
Cc1ccc(S(=O)(=O)c2cn(Cc3ccccc3)c3cc(N4CCCCC4)c(F)cc3c2=O)cc1 | -7.7% | 8.2µM* | 16.4µM*
CC(C)CNS(=O)(=O)c1ccc(S(=O)(=O)N2CCC3(CC2)OCCO3)cc1 | 12.3% | ? | ?
N#Cc1c(-c2ccccc2Cl)noc1/C=C/Nc1ccc(C(=O)O)cc1 | -26.1% | -10.3% | 14.1%
COc1ccc(CNC(=O)CN2C(=O)NC(C)(c3cccc(Br)c3)C2=O)cc1 (centres undefined) | -24.8% | -0.6% | 9.5%
CC(C)(C)C(=O)Cn1c(=O)n(CCCCCC(=O)NCc2ccc3c(c2)OCO3)c(=O)c2sccc21 | 3.2% | ? | ?
Cc1ccnc(-n2c(CCN3C(=O)c4ccccc4C3=O)nc3ccccc3c2=O)c1 | -1.2% | -9.6% | -3.6%
O=S(=O)(c1ccc2c(c1)CCCC2)N1CCNCC1 | 0.5% | -27.2% | -16.0%
O=C(NCCN1CCC(n2c(=O)[nH]c3ccccc32)CC1)C(c1ccccc1)c1ccccc1 | . | 16.4µM* | 16.4µM*
Cc1ccc(C(=O)Nn2c(O)c(C=C3N=c4ccccc4=N3)sc2=S)cc1 | -4.3% | -17.0% | -0.4%
CCc1cc(Cn2nc(-c3ccccc3C)cc2C(=O)O)on1 | -20.0% | -1.6% | 1.7%
O=C(COC(=O)C1CCN(C(=O)c2ccc(Cl)cc2)CC1)Nc1ccccc1F | -7.2% | -4.3% | -1.0%
Cc1ccc(NC(=O)CCCn2c(=O)c3cccn3c3cccnc32)c(C)c1 | -1.5% | 8.9% | -5.6%
COCC(=O)N1CCC[C@@]2(CCN(c3ccccn3)C2)C1 | -6.1% | 12.2% | 3.3%
Cc1ccccc1-n1ncc2c1CC(C)(C)CC2NC(=O)CCN1CCCCC1=O (centres undefined) | -16.7% | ? | -0.6%
CCOC(=O)Cc1csc(NC(=O)C(CC(C)C)NC(=O)C2CCCCC2)n1 (centres undefined) | -7.0% | -17.9% | -8.2%
COc1ccccc1NC(=O)c1cccs1 | -2.7% | -5.8% | -10.4%

Screening data deposited in PubChem by National Center for Advancing Translational Sciences (NCATS).

Not all compounds are listed; rates above refer to the full screens.
